Source: PubChem BioAssay (several laboratories)
E coli growth = counter-screen for AddAB inhibitors: E. coli growth inhibition | E. coli V3065 growth, OD600 absorbance, 18 h | inhibition, % at 11.9 µM | actives 0.27% (n = 330,000);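 active means inhibition above the campaign's mean inhibition across all tested compounds plus 3 SD, cut at about 9.9% in these data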;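 further: uninfected addAB+ strain grown without phage in ampicillin broth; 0% = DMSO wells and 100% = ciprofloxacin 0.95 µg/ml wells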
HTR5A ag ctr = HTR5A agonism, opioid heterodimer counter-screen | P47898 | HTR5A agonist assay, luminescence, cell-based | activation, % at 9.3 µM | actives 0.61% (n = 340,000); in the data active means activation mostly above about 9.5%, no sharp cut-off; inactive means mostly below about 7.6%;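 further: 0% = cells with vehicle only and 100% = reference agonist; strong numbers were not always called active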
Target sequence (P47898 whole entry, looked up): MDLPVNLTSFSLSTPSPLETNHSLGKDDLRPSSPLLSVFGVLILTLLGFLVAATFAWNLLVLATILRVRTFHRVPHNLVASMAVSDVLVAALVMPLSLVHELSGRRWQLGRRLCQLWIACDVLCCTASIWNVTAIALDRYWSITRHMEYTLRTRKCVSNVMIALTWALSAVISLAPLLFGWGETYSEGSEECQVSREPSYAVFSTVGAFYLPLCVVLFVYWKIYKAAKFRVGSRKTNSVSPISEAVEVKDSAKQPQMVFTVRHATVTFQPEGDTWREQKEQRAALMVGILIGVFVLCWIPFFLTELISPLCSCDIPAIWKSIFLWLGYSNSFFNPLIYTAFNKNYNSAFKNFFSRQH
phage Ecoli inh = E. coli growth loss with phage present; inhibition, % at 11.9 µM; actives 0.26% (n = 360,000); AID 651602; growth absorbance; in the data active means inhibition above about 11%
AddAB inh = less growth of phage-infected E. coli with AddAB. E. coli expressing H. pylori AddAB, absorbance growth. inhibition, % at 11.9 µM. actives 0.29% (n = 330,000). AID 435030; in the data active means inhibition above about 12%;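 further: 0% = vehicle wells of infected cells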
PKA-R2B act = activators of human PKA-R2B complex; P22694+P31323; PKA-R2B holoenzyme dissociation, Cy5-IP20 fluorescence polarization; R2B truncated from residue 108, S112A mutant; 0% DMSO only, 100% 113 µM cGMP; activation, % at 11.4 µM; actives 0.079% (n = 340,000);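 active means activation above a cutoff set at the mean over all compounds plus 3 SD, cut at about 18% in these data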;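 further: higher means more holoenzyme dissociation and a rise in polarization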
Target sequence (P31323 whole entry, looked up, other chains not shown, the tested form may be a part): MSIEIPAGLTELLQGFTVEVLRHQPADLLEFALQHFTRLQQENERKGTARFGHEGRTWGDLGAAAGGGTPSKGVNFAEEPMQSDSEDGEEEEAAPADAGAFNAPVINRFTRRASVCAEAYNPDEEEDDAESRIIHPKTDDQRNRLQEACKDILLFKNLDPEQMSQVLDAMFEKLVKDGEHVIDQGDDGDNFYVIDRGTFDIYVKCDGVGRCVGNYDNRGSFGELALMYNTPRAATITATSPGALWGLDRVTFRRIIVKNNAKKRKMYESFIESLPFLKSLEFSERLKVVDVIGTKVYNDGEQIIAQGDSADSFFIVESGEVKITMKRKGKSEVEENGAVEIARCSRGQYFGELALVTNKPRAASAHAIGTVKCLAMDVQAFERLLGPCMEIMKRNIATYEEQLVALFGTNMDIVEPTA
CDK5 p35 inh = inhibitors of human CDK5/p35 kinase; inhibition, % at 10 µM; actives 0.01% (n = 330,000); Recombinant CDK5/p35, ADP-Glo luminescence, 60 min;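 active means highest replicate inhibition of at least 50% and at least 75% of replicates reaching 50%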;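 further: plate controls were DMSO neutral control for no effect and GW8510 at 10 µM for full effect; many of its hits are not listed in these tables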
Mot1-301 SUMO = inhibitors of SUMOylation pathway: yeast Mot1-301 growth rescue. actives 1% (n = 320,000). S. cerevisiae Mot1-301 growth rescue, ATP luminescence, 38.5C; percent above DMSO median, 100 means doubled. growth rescue, % at 18.8 µM;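 active means every valid replicate shows activation above 250% relative to neutral control wells; inactive means the rest, any valid replicate at or below 250%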;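 further: OY570 slx delta 5 strain wells were the positive control but not used for scaling; some compounds called inactive have numbers as strong as hits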
PKA-R1A act = activates the PKA-R1A holoenzyme complex. activation, % at 11.4 µM. PKA-R1A dissociation, Cy5-IP20 fluorescence polarization; scaled: DMSO 0%, 113 µM cGMP 100%. actives 0.083% (n = 340,000);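 active means percent activation above the mean of all tested compounds plus 3 SD, cut at about 19% in these data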;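 further: higher means more PKAc released from R1A so a rise in polarization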
Tat transport = E. coli Tat transport inhibition; inhibition, % at 10 µM; actives 0.036% (n = 340,000); E. coli MC4100 TorA-mCherry Tat export, fluorescence;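 active means mean replicate inhibition at least 50% and at least half of replicates individually reaching 50%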;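 further: exported cargo escapes ClpAP degradation while cytoplasmic cargo is degraded and loses fluorescence; 0% = median of neutral control wells and 100% = median of NaSCN control wells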
DAGLB inh = diacylglycerol lipase beta (human) inhibition | HEK293T DAGLB membrane lysate, EnzChek fluorogenic substrate | inhibition, % at 5.17 µM | actives 0.059% (n = 340,000) | AID 504411; in the data active means inhibition above about 34%;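 further: 0% = enzyme with vehicle and 100% = wells lacking enzyme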
HTR5A inv ctr = counter-screen for OPRM1-OPRD1 inverse agonists: human HTR5A inverse agonism | AID 504634 | HTR5A cell line, luminescence | actives 0.083% (n = 340,000) | inhibition, % at 9.3 µM; in the data active means inhibition mostly above about 23%, no sharp cut-off; inactive means mostly below about 18%;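 further: 0% = cells with DMSO and 100% = no-cell wells with DMSO; some compounds called inactive have numbers as strong as hits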
An asterisk follows results filed as active; / = not tested or not shown.

SMILES	E coli growth	HTR5A ag ctr	phage Ecoli inh	AddAB inh	PKA-R2B act	CDK5 p35 inh	Mot1-301 SUMO	PKA-R1A act	Tat transport	DAGLB inh	HTR5A inv ctr
Cc1noc(-c2ccccc2OC(=O)c2ccccc2)n1	-2.9	1	-0.1	4.2	11	1.1	-11	-2	3	-5	10
Fc1ccc(Sc2nc(-c3ccccc3)nnc2C(F)(F)F)cc1	-4.7	-3	0.9	0.2	-5	-0.8	-6	2	0	0	-7
Cn1c(SCC(=O)NC2CCCC2)nnc1-c1ccccn1	1.9	-7	4.6	5.4	3	-1.6	24	8	0	-1	17
O=C(CN1CCN(c2ccccn2)CC1)N(c1ccccc1)c1ccc2ccccc2c1	-2.7	0	0.8	-1.9	-6	1.9	-11	-5	8	1	0
O=C(NNC(=O)c1ccccc1)C(=O)N1CCCCC1	-1.3	1	2.5	2.6	12	2.5	-18	-10	-3	-4	13
COc1ccc(NC(=O)Cn2nnc(C(=O)NCc3ccccc3)c2N)c(OC)c1	0.4	-1	5.0	2.0	8	-0.6	19	-3	4	2	2
CC1(c2ccc(Cl)cc2)NC(=S)N2C1NC(=S)N2c1ccccc1 (stereo not drawn)	-4.3	0	0.8	1.8	-1	-2.4	2	-7	1	2	-3
CC1(C)Cc2c(C#N)c(N3CCOCC3)nc(-c3ccccc3)c2CO1	-0.6	2	1.0	1.9	-11	-0.1	0	-5	-5	-6	-5
O=c1oc(-c2ccc(F)cc2)nc2ccsc12	-1.7	-4	1.4	-1.1	-12	0.6	-7	-9	2	-3	-19
O=C1CCC(c2ccc3c(c2)CCC3)=NN1	1.2	0	1.9	0.1	1	-0.2	-6	-3	6	1	2
CC(=O)Nc1ccc(NC(=O)c2cccc(S(=O)(=O)N3CCCCCC3)c2)cc1	0.5	-2	0.2	1.1	-5	0.9	6	5	0	0	8
O=S(=O)(c1cccs1)N1CCN(Cc2ccccc2)CC1	1.7	-6	0.3	2.4	-16	0.0	-2	11	11	-2	14
COC(=O)C[C@H]1c2cc(F)ccc2S(=O)(=O)N1Cc1ccccc1OC	-1.2	-6	0.4	2.3	-15	-2.3	-20	6	1	-2	16
C[C@H](NC(=O)[C@@H]1Cc2ccccc2CN1)C(=O)Nc1ccc2c(c1)OCO2	-2.1	1	0.9	3.7	-4	/	-5	3	-3	-3	-23
O=C(CCCN1C(=O)/C(=C\c2cccs2)SC1=S)Nc1ccc(O)cc1C(=O)O	1.9	2	-0.6	1.9	-3	-0.2	10	-12	1	11	-12
O=C(CSc1ccc2nnc(-c3ccc(F)cc3)n2n1)N1CCCc2ccccc21	1.3	3	0.9	2.7	-1	-1.0	15	1	1	-1	32
CCN1CCN(c2ccc(S(=O)(=O)N3CCOCC3)cc2NC(=O)c2ccc(C(F)(F)F)cc2)CC1	1.0	0	3.5	0.8	-7	-1.1	-3	-13	16	0	0
CC1(C)CC=CC(COC(=O)c2ccccc2C(=O)O)C1 (stereo not drawn)	/	-2	2.5	/	-7	-1.4	/	9	3	3	7
COc1ccc(C2CC(c3ccc(Cl)cc3)Nc3nc(NC(=O)c4ccco4)nn32)cc1 (stereo not drawn)	/	-1	0.6	/	-3	0.2	/	1	7	2	-1
Cc1ccc(C(=O)CC(=O)COc2ccc(Cl)cc2C)cc1	-3.7	5	12*	-3.8	5	1.3	-7	2	0	-35	-13
Cc1cc(N/N=C/c2ccco2)c2ccccc2n1	-2.3	0	2.4	3.2	2	1.0	-7	2	4	1	3
COc1cccc(NC(=O)CN(C)C(=O)c2cccc(S(=O)(=O)N3CCN(c4ccc(F)cc4)CC3)c2)c1	-0.4	7	1.3	-0.5	-15	2.0	181	-6	9	2	-19
O=C(CCC1CCCN(C(=O)c2ccco2)C1)NCc1ccccc1F (stereo not drawn)	-1.4	-3	2.1	0.3	-10	-0.3	-4	2	15	1	9
Cc1ccc(OCCN2C(=O)S/C(=C\c3ccc(C)o3)C2=O)cc1	-1.7	9	3.4	-0.2	-5	0.0	-12	0	6	-3	-23
COC(=O)C(C(=O)OC)C(c1ccccc1)C(C(=O)c1ccccc1)[N+](=O)[O-] (stereo not drawn)	-1.1	2	1.5	6.4	2	0.4	-6	-2	0	2	-1
COc1ccc(-c2nc(NC(=O)C3=NN(c4cccc(C)c4)C(=O)CC3)sc2C)cc1	0.5	3	2.9	1.4	-6	2.0	-3	-10	-2	-3	26
Cc1ccc(C2=NNC(C(O)C(O)C(O)CO)S2)cc1 (stereo not drawn)	-0.4	2	-0.2	1.4	2	0.8	-19	0	0	4	-5
C=CCN1CCC(=O)C(C(=O)OCC)=C1C(=O)OCC	/	1	1.3	/	-1	-2.1	/	1	-3	-2	-3
CN(Cc1ccc(F)cc1)C(=O)c1ccc(NS(=O)(=O)c2ccc3[nH]c(=O)[nH]c3c2)cc1	2.2	-3	-0.4	3.1	4	-1.1	-17	-4	10	2	9
COc1ccccc1CN1CCC(n2nccc2NC(=O)CCc2ccccc2)CC1	-1.1	0	-1.1	-0.9	-13	-2.3	-5	2	-4	0	21
Cc1cc(C)n(Cc2ccc(F)cc2)c(=O)c1C#N	-0.7	-1	/	-0.8	-5	-3.1	-1	9	5	2	-1
O=C(c1ccco1)N1CCN(c2ccnc3cc(Cl)ccc23)CC1	1.6	0	5.5	1.7	7	-0.6	/	-7	-4	-1	1
CCC(=O)Nc1cc2nn(-c3ccccc3)nc2cc1Cl	3.2	2	4.3	2.9	5	-1.1	565	13	-1	-1	10
CCCNC(=O)C1CCN(S(=O)(=O)c2cccs2)CC1	0.6	6	0.6	2.4	2	-0.8	4	-3	-9	-1	-14
Cc1ccc(-n2c(-c3cc(C)n(C)n3)n[nH]c2=S)cc1	-0.9	-1	4.0	-1.5	0	0.0	-8	-4	0	-1	4
CCCCC(=O)Nc1ccc(NC(=O)C2CC2)nc1	1.5	-1	3.3	1.4	-7	0.3	-6	4	1	0	-10
Cc1nc2c(C(=O)NCCC(C)C)c[nH]n2c(=O)c1Cl	-0.9	3	-0.2	-0.9	6	-0.5	-24	0	3	8	-7
O=C(Cc1ccccc1)Nc1ccccc1C(=O)N1CCN(c2ccccc2)CC1	0.8	6	-1.9	1.6	-9	-1.2	18	-2	9	1	-3
Cc1c(OCC(=O)NCC2CCC(C(=O)O)CC2)ccc2c(-c3ccccc3)cc(=O)oc12 (stereo not drawn)	-1.3	4	1.9	3.7	-12	1.2	2	-11	0	1	-39
Fc1ccc(F)c(C2=NNC(=Nc3ccccc3F)SC2)c1	1.3	7	4.0	4.4	-3	1.1	0	-9	0	-14	-13
CCOc1ccc(Oc2ccccc2NC(=O)CSCC(=O)Nc2cc(C)on2)cc1	1.1	7	-1.8	1.7	2	-1.8	-2	8	3	-2	-19
CCCN(Cc1cc2cc(OC)ccc2[nH]c1=O)C(=O)c1ccco1	2.5	-2	1.4	-0.6	-8	-2.0	-34	-3	0	1	-13
Cc1cc(N2C(=O)C(O)=C(C(=O)c3cc4ccccc4o3)C2c2ccc([N+](=O)[O-])cc2)no1 (stereo not drawn)	-0.8	2	-0.3	2.7	-2	/	2	-1	7	9	-10
CCN(CC(=O)Nc1ccccc1OC)C(=O)CN1C(=O)NC(C)(c2ccc(C)cc2)C1=O (stereo not drawn)	-0.3	6	1.3	1.0	-10	0.6	-5	-16	-2	2	-15
CC(=O)Nc1nc2ccc(-c3nc4ccccc4o3)cc2s1	0.2	0	1.9	2.0	-7	-1.1	12	-1	3	-1	-20
Cn1c(=O)c2ccccc2n(CC(=O)NCCC2=CCCCC2)c1=O	0.6	-6	0.1	4.5	-2	-1.3	-10	-3	-4	0	15
Cc1c(NC(=O)C2C3C=CC(C3)C2C(=O)O)c(=O)n(-c2ccccc2)n1C (stereo not drawn)	0.6	-2	/	-0.9	-13	-1.4	20	2	-2	-2	-3
COc1ccc(CNC(=O)Cn2nc([N+](=O)[O-])cc2C)cc1	0.8	2	2.8	-0.2	-4	-0.1	8	-5	-1	2	-6

An excerpt of these results, field by field:
Fc1ccc(F)c(C2=NNC(=Nc3ccccc3F)SC2)c1
  E coli growth = 1.3
  HTR5A ag ctr = 7
  phage Ecoli inh = 4.0
  AddAB inh = 4.4
  PKA-R2B act = -3
  CDK5 p35 inh = 1.1
  Mot1-301 SUMO = 0
  PKA-R1A act = -9
  Tat transport = 0
  DAGLB inh = -14
  HTR5A inv ctr = -13

CCOc1ccc(Oc2ccccc2NC(=O)CSCC(=O)Nc2cc(C)on2)cc1
  E coli growth = 1.1
  HTR5A ag ctr = 7
  phage Ecoli inh = -1.8
  AddAB inh = 1.7
  PKA-R2B act = 2
  CDK5 p35 inh = -1.8
  Mot1-301 SUMO = -2
  PKA-R1A act = 8
  Tat transport = 3
  DAGLB inh = -2
  HTR5A inv ctr = -19

(continued)
SMILES	E coli growth	HTR5A ag ctr	phage Ecoli inh	AddAB inh	PKA-R2B act	CDK5 p35 inh	Mot1-301 SUMO	PKA-R1A act	Tat transport	DAGLB inh	HTR5A inv ctr
CN(C)c1ccc(C(=O)Nc2ccc(S(=O)(=O)Nc3nccs3)cc2)cc1	0.0	1	2.8	-0.2	-2	0.1	1	-5	-4	2	-1
COc1ccc(-c2cc(C)no2)cc1S(=O)(=O)N(C)c1ccc(C)c(C)c1	2.1	2	0.9	2.0	-12	1.0	-12	-8	3	-4	8
CCc1ccc2[nH]c(=O)c(CN(CC3CCCO3)C(=S)NCc3ccco3)cc2c1 (stereo not drawn)	-1.8	3	2.0	-1.6	6	0.0	5	0	-9	2	-9
O=C(N/N=C/c1cccc([N+](=O)[O-])c1)c1ccc(CN2CCOCC2)cc1	-0.3	-3	3.3	0.4	-1	-2.5	1	-2	-1	2	9
O=C(CCC1CCCC1)Nc1cccn(Cc2ccccc2Br)c1=O	2.5	-1	2.0	1.3	2	-3.5	147	-3	6	-7	2
COc1cccc(C2=CC(c3cccs3)n3nnnc3N2)c1 (stereo not drawn)	-0.1	4	0.9	-0.8	-18	-1.9	98	-5	-4	-6	-10
Cc1ccc(-c2nn(-c3cccc(F)c3)cc2CN2CCN(c3ccccn3)CC2)o1	0.3	6	-2.0	-0.9	-6	0.5	-9	-2	1	-2	24
COc1ccc(CCNC(=O)c2cccc(NC3=NC4CS(=O)(=O)CC4S3)c2)c(OC)c1 (stereo not drawn)	3.0	0	0.3	2.4	0	-0.2	136	3	5	2	0
COc1ccc(CNC(=O)Cn2ccc(N)nc2=O)cc1	1.5	3	1.0	4.4	-16	-0.4	-17	-7	-10	-4	13
COc1ccc(CC(=O)OCC(=O)NC2CCCCC2)cc1OC	-3.4	2	2.1	-2.6	18*	-0.8	-15	-5	-9	-1	-6
Cc1nnnn1CC(=O)Nc1ccccc1[N+](=O)[O-]	-2.7	2	1.5	1.3	-7	-0.7	109	-1	6	3	-4
CC(C)C1(C)C(=O)N=C2c3ccccc3C(=O)N21 (stereo not drawn)	-0.2	0	2.5	0.6	-5	-0.1	4	-10	1	-2	2
CCOC(=O)c1sc(NC(=O)CSc2nnc(-c3ccc(OC)cc3)n2CCOC)nc1C	-2.4	-1	2.6	1.3	6	1.1	22	-15	5	-1	-10
COc1ccccc1OCc1nc(C#N)c(N2CC(C)CC(C)C2)o1 (stereo not drawn)	-0.2	-3	2.4	1.8	-2	0.2	5	-13	2	-9	9
CC1CCc2c(sc3nc4n(c(=O)c23)CCS4)C1 (stereo not drawn)	1.9	-3	4.7	-0.8	-6	2.1	15	-3	-1	-3	-18
